procasp3 activ = activators of human procaspase-3. P42574. recombinant procaspase-3 D3A, Ac-DEVD-pNA absorbance 405 nm. activation, % at 8.5 µM. 0.11% of 330,000 active. AID 463141;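 active = activation above the mean of all tested compounds plus 3 SD, cut at about 21% in these data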;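 note: 0% = DMSO alone and 100% = DMSO wells spiked with extra 5 µM PC-3 D3A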
Target sequence (P42574 whole entry D9A/D28A/D175A): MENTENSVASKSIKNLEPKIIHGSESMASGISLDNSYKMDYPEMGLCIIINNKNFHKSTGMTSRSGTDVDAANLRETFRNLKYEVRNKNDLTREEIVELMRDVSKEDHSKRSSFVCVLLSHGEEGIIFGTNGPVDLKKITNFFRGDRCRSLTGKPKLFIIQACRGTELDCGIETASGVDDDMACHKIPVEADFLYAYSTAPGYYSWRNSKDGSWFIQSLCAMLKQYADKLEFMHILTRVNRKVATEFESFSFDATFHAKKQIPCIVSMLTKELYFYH
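System: Procaspase-3 D3A mutant. Medium: Zinc-free 300 mM NaCl, 50 mM HEPES, 0.01% Triton X-100. Schedule: 1 h preincubation plus 2 h reaction at 25 °C. Measured by: 405 nm absorbance of p-nitroaniline, reads at 0 and 120 min. Read-out: percent activation relative to control range.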
PP5 primary = blocks human protein phosphatase 5 activity; purified PP5c, OMFP substrate fluorescence; inhibition, % at 6.7 µM; P53041; 0.18% of 320,000 active; AID 1987;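 active = inhibition above the campaign's mean inhibition across all tested compounds plus 3 SD, cut at about 9.5% in these data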;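 note: 0% = DMSO only and 100% = 100 µM cantharidin control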
Target sequence (P53041 whole entry, looked up): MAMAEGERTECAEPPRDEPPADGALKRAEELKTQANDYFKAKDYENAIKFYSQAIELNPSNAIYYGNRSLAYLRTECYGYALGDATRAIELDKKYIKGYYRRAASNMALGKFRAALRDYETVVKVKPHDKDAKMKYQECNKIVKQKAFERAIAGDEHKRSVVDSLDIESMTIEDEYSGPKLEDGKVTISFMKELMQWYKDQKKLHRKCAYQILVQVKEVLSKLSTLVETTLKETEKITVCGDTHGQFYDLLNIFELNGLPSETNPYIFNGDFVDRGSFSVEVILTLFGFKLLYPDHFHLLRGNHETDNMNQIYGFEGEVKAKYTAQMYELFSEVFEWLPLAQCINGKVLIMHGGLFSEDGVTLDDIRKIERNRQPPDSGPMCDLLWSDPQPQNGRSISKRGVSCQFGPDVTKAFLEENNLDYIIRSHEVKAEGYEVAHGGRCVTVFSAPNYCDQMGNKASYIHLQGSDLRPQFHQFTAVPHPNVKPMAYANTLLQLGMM
PP1 counter = counter-screen for PP5 inhibitors: inhibitors of human PP1-alpha; P62136; purified PP1alpha, OMFP fluorescence; inhibition, % at 6.7 µM; 0.9% of 320,000 active;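 active = inhibition above the mean inhibition of all tested compounds plus 3 SD, computed separately for each screening campaign, cut at about 15% in these data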
Target sequence (P62136 whole entry, looked up): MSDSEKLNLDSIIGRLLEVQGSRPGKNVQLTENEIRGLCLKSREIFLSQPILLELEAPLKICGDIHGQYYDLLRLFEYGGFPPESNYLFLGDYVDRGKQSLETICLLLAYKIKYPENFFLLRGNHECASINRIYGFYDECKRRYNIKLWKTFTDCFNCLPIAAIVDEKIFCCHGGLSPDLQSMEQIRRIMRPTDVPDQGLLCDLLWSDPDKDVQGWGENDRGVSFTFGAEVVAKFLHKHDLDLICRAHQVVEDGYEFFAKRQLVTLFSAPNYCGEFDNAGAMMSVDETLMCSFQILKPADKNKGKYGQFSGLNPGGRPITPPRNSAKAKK
AHR activator = activators of human aryl hydrocarbon receptor | P35869 | 2.5% of 320,000 active | activation, % at 5 µM | AHR-responsive luciferase reporter cells, luminescence; in the data active = activation above about 47%;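 note: 0% = vehicle wells and 100% = reference agonist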
Fh CTSL1 inh = counter-screen for PFM18AAP inhibitors: inhibitors of F. hepatica cathepsin L1. recombinant F. hepatica cathepsin L1, Z-Leu-Arg-MCA fluorescence. AID 1906. inhibition, % at 5.96 µM. 0.49% of 300,000 active;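 active = inhibition above the mean of all tested compounds plus 3 SD, set per screening campaign, cut at about 17% in these data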;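 note: 0% = plate median of test compound wells and 100% = 1 µM Z-Phe-Ala-diazomethylketone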
procasp7 counter = activates human procaspase-7, counter-screen for procaspase-3 activators | P55210 | recombinant procaspase-7, Ac-DEVD-pNA absorbance 405 nm; D23A/D198A/D206A triple mutant, cannot self-cleave; scale: DMSO 0, 5 µM enzyme 100 | activation, % at 8.5 µM | 0.093% of 330,000 active;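 active = percent activation above the screen-wide mean plus 3 SD, cut at about 25% in these data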
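System: Uncleavable procaspase-7 mutant enzyme; Amount: 2 µM procaspase-7 mutant as dispensed; Schedule: 1 h compound preincubation, 2 h substrate cleavage, 25 °C; Measured by: 405 nm absorbance of p-nitroaniline; Evaluation: percent activation from buffer-corrected 0–120 min absorbance change; Control set: low DMSO alone, high DMSO plus 5 µM PC-7.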
core dimer inh = HCV core protein dimerization inhibition; TR-FRET GST/Flag-core106 dimerization, 1536-well; inhibition, % at 5 µM; 0.33% of 300,000 active; AID 1899;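 active = inhibition above the mean of all tested compounds plus 3 SD, set per screening campaign, cut at about 45% in these data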
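test system = GST/Flag-tagged HCV core106 proteins | probe or stimulus = Eu donor and XL665 acceptor anti-tag antibodies | times = compound-protein-antibody incubation 4 h at 22.5 °C | signal = TR-FRET, excitation 340 nm, emission 617 and 671 nm | measure = percent inhibition of core106 dimerization signal | controls = wells lacking GST-core106 and wells with excess unlabelled core106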
PAFAH2 inh = inhibitors of human PAFAH2 | 0.99% of 340,000 active | Q99487 | recombinant PAFAH2, FP-rhodamine activity probe, fluorescence polarization | inhibition, % at 3.39 µM;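 active = inhibition above the mean over all tested compounds plus 3 SD, cut at about 30% in these data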;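 note: inhibitors block probe labeling of enzyme so polarization drops; 0% = enzyme with DMSO and 100% = wells lacking PAFAH2 protein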
TPT1 inhibitor = inhibitors of Candida albicans tRNA 2'-phosphotransferase TPT1 | recombinant caTPT1, FP RNA substrate dephosphorylation | inhibition, % at 5 µM | 0.81% of 300,000 active | AID 1962;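 active = inhibition above the mean of all tested compounds plus 3 SD, set per screening campaign, cut at about 24% in these data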;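 note: plate controls were DMSO alone for no effect and ferristatin control at 100 nM for full effect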
Starred values were filed as active, the others as inactive; . = no result given.

Preview:
SMILES	procasp3 activ	PP5 primary	PP1 counter	AHR activator	Fh CTSL1 inh	procasp7 counter	core dimer inh	PAFAH2 inh	TPT1 inhibitor
Cc1c(C(=O)OCCN2CCCCC2)oc2ccccc12	3	-0.6	-2	1	-1	-9	3	-4	2
O=C(N/N=C/c1ccco1)c1ccc(NC(=O)c2ccc(Cl)cc2)cc1	-2	0.5	1	3	-1	-12	-12	1	-2

Results, from the first entry:
SMILES	procasp3 activ	PP5 primary	PP1 counter	AHR activator	Fh CTSL1 inh	procasp7 counter	core dimer inh	PAFAH2 inh	TPT1 inhibitor
Cc1c(C(=O)OCCN2CCCCC2)oc2ccccc12	3	-0.6	-2	1	-1	-9	3	-4	2
O=C(N/N=C/c1ccco1)c1ccc(NC(=O)c2ccc(Cl)cc2)cc1	-2	0.5	1	3	-1	-12	-12	1	-2
COc1ccc2c(c1)[nH]c1c(N3CCN(Cc4ccc5c(c4)OCO5)CC3)ncnc12	-9	1.7	2	12	6	0	3	-2	-3
O=C(N/N=C/c1ccc(OC(=O)c2cccs2)cc1)c1ccccn1	6	-0.3	1	24	-3	4	11	0	-1
O=C(CN1C(=O)COc2ccccc21)NCCCN1CCCCC1	1	-2.4	-4	-1	-5	5	-7	-3	-5
CC(C)(C)NC(=O)CSC(=Nc1cccc(F)c1)NC#N	-20	-0.8	0	14	3	-20	-2	4	9
C=CCn1c(CCc2ccccc2)nnc1SCC(N)=O	-6	-1.1	-8	1	1	9	10	-6	-4
O=S(=O)(Nc1cccc(-c2ccc(N3CCCCCC3)nn2)c1)c1ccc(F)cc1	2	3.3	5	9	1	0	16	3	0
O=C1CCC(C(=O)N2CCSCC2)CN1CCc1ccccc1 (configuration not stated)	0	-0.9	-4	1	-2	0	4	-7	-2
Cc1cccc(C(=O)NC(=S)NNC(=O)Cc2ccccc2)c1	9	-2.5	2	11	-2	7	0	1	-3
O=C(CN1CCN(S(=O)(=O)c2ccccc2)CC1)NCCc1ccccc1	-5	0.6	-4	2	-4	-1	0	-4	-2
COc1ccc(Cc2nc(-c3cccnc3)no2)cc1OC	6	-2.1	3	12	4	-7	-3	5	3
COc1ccccc1N1CCN(C2CCN(S(=O)(=O)c3ccc(NC(C)=O)cc3)CC2)CC1	-2	2.8	-3	-1	-2	0	-4	-6	1
COc1cc(C(=O)Nc2ccc(C)cn2)c([N+](=O)[O-])cc1OC	-2	-8.9	-9	5	0	-9	-7	0	2
O=C(CCc1ccccc1)N1N=C(c2ccncc2)CC1(O)C(F)(F)F (configuration not stated)	-3	-1.5	-3	3	5	6	0	-2	-3
CCc1cccc(NS(=O)(=O)c2cccc3cccnc23)c1	-2	1.7	-1	1	-7	0	2	11	1
COC(=O)c1cn(C(C)C(=O)NCc2ccco2)c2ccccc12 (configuration not stated)	7	1.1	-1	2	-1	6	1	-1	-2
O=C(Nc1ccccc1N1CCN(c2ccccc2)CC1)c1cccc(F)c1	-1	1.6	1	-1	0	-1	-3	6	3
O=C(NCC1CCCO1)C1CCN(S(=O)(=O)c2cc(Cl)ccc2Cl)CC1 (configuration not stated)	2	-1.3	-1	3	2	-5	-4	-4	-3
CC1(C)CC(=O)C2=C(C1)N(Cc1ccco1)C(=O)C2(NC(=O)c1cccnc1)C(F)(F)F (configuration not stated)	-11	-0.6	-3	1	5	1	-3	5	1
COc1ccc(CN(CCC(c2ccccc2)c2ccc(OC(C)C)cc2)C(=O)CCl)cc1OC (configuration not stated)	5	3.6	8	0	36*	2	21	-1	-1
CNC(=O)c1c(NC(=O)C2=COCCO2)sc2c1CCC(C)C2 (configuration not stated)	0	3.5	-4	18	1	2	8	8	2
Cc1nnc(NC2=NCCC2)s1	3	-0.3	-2	-1	-3	13	-6	-2	-3
Cc1ccc(NC(=O)COC(=O)COc2ccc(Cl)cc2)c([N+](=O)[O-])c1	-1	1.3	2	2	-9	1	-2	-1	2
COc1ccc(/C=C/C(=O)OCC(=O)c2c(N)n(C)c(=O)n(C)c2=O)cc1	3	1.3	0	0	1	-6	1	-3	-1
COc1ccccc1N(C(=O)Cn1nnc(-c2ccc(C)o2)n1)C(C(=O)NC1CCCC1)c1ccncc1 (configuration not stated)	5	-0.9	3	1	-2	-2	10	5	-1
Cc1ccc(C2(C)NC(=O)N(CC(=O)N3CCN(S(=O)(=O)c4cccs4)CC3)C2=O)cc1 (configuration not stated)	2	0.7	-3	1	3	6	13	-2	2
Cc1cnc(NC(=O)c2ccco2)s1	0	2.6	-2	38	0	6	-7	6	0
O=C(Cc1cccs1)NCCS(=O)(=O)N1CCN(c2cccc(Cl)c2)CC1	-11	0.9	2	1	1	-6	-2	5	5
O=C1CSC(c2cccc([N+](=O)[O-])c2)N1C1CC2CCC1C2 (configuration not stated)	-7	-0.7	0	4	1	-3	11	2	-1

Ordered by molar mass (lowest first): 3 of the compounds above
SMILES	procasp3 activ	PP5 primary	PP1 counter	AHR activator	Fh CTSL1 inh	procasp7 counter	core dimer inh	PAFAH2 inh	TPT1 inhibitor
Cc1cnc(NC(=O)c2ccco2)s1	0	2.6	-2	38	0	6	-7	6	0
O=C(Nc1ccccc1N1CCN(c2ccccc2)CC1)c1cccc(F)c1	-1	1.6	1	-1	0	-1	-3	6	3
O=C(Cc1cccs1)NCCS(=O)(=O)N1CCN(c2cccc(Cl)c2)CC1	-11	0.9	2	1	1	-6	-2	5	5

Carrying on:
SMILES	procasp3 activ	PP5 primary	PP1 counter	AHR activator	Fh CTSL1 inh	procasp7 counter	core dimer inh	PAFAH2 inh	TPT1 inhibitor
Cn1c(=O)c2c(nc(CN3CCCCC3)n2CCc2ccccc2)n(C)c1=O	-6	0.3	0	1	1	4	4	-1	-6
c1ccc(Nc2ncnc3sc4c(c23)CCC4)cc1	9	3.9	1	15	-2	10	6	-10	0
CCn1c(SCC(=O)c2ccccc2)nnc1-c1cc2cc(Br)ccc2o1	5	0.7	0	12	2	-4	8	-4	-1
Cc1ccc(-c2nnc(-c3ccc(NC(=O)c4cccs4)cc3)o2)cc1	-2	2.7	-2	4	0	-5	2	-4	-1
S=c1[nH]nc(Cc2ccccc2)n1-c1cccc2ccccc12	-8	1.9	-4	-1	-2	-29	13	2	-5
CCOC(=O)N1CCN(C(=O)Nc2ccc3nc(-c4ccccn4)c(-c4ccccn4)nc3c2)CC1	-7	0.2	-2	1	0	0	-1	-1	-16
COCC(C)NC(=O)c1ccccc1OC(C)=O (configuration not stated)	5	0.2	-3	-2	-2	6	0	5	-8
Cc1ccc(Cl)cc1N1CCN(C(=O)Cc2ccc(-n3c(=O)[nH]c4ccsc4c3=O)cc2)CC1	2	3.2	2	-11	5	6	10	-2	-4
O=C1CCCN1CCC(=O)N1CCCC(Nc2ccc(F)cc2)C1 (configuration not stated)	8	0.6	-4	4	0	7	-1	1	2
CC(C)[C@H](NC(=O)[C@@H]1Cc2c([nH]c3ccccc23)C2c3ccccc3C(=O)N21)C(=O)NCC1CCCO1 (some centres not stated)	3	0.8	-5	10	-4	-12	1	-1	-5
O=C(O)Cn1cc2c(n1)CCCC2	-4	0.6	-6	3	-2	9	-9	-7	3
CSc1ccccc1C(=O)NCC(c1ccco1)N1CCCCC1 (configuration not stated)	6	3.6	0	-1	0	3	4	7	-6
Clc1ccc(-n2ncc3c(NCCCn4ccnc4)ncnc32)cc1	9	1.9	9	36	-3	-2	-10	-3	1
COc1ccc(C2/C(=C(\O)c3ccc4c(c3)OCCO4)C(=O)C(=O)N2Cc2ccco2)c(OC)c1 (configuration not stated)	4	1.2	13	-5	-2	-32	15	2	-3
COc1cccc(NC(=O)c2ccncc2)c1	3	3.2	0	25	-1	5	-5	2	0
COCCn1c(=NC(=O)CCS(=O)(=O)c2ccccc2)sc2ccccc21	-11	2.2	6	13	-13	2	-20	-6	2
COc1ccc(C(C)C)cc1S(=O)(=O)N1CCN(c2ccccc2)CC1	0	3.5	1	2	0	2	6	4	0
Cc1oc(-c2ccccc2)nc1C(=O)O	2	0.7	1	-2	0	7	-1	8	-3
COc1ccc(NS(=O)(=O)c2ccc(SC)cc2)cc1	4	4.2	1	2	-6	-6	6	-2	-4
COc1ccc2oc(=O)c(C(=O)N3CCN(c4ccccc4C)CC3)cc2c1	6	-0.2	-1	0	3	9	2	6	-3
O=C(NCc1ccccc1)N1CCC(n2cnc3cc(F)ccc32)CC1	4	0.2	2	0	-5	1	-5	1	-1
NC(=O)CCN(C(=O)c1cccc(S(=O)(=O)N2CCc3ccccc32)c1)c1ccccc1	-1	-0.9	-5	17	.	-3	.	-3	.
O=C(CO/N=C/c1ccc(OC(F)F)cc1)NC1CCCC1	0	-1.7	4	3	-1	1	-3	-7	-1
CCc1nnc(NC(=O)c2cccc(S(=O)(=O)N3CCN(C(C)=O)CC3)c2)s1	-6	0.5	2	0	.	3	.	-7	.
COc1ccc(C(=O)CSc2nccc(=O)[nH]2)cc1	-7	-1.8	-2	2	0	-9	-8	1	0
CC(C)CC(=O)N1CCN(CC2CC=CCC2)CC1 (configuration not stated)	2	1.6	5	-4	1	3	-4	5	-3
Cn1c2c(c(=O)n(C)c1=O)C(c1ccccc1OC(F)F)C1=C(CCCC1=O)N2 (configuration not stated)	0	0.2	-4	2	2	20	2	-7	1
NS(=O)(=O)c1cccc(NC(=O)CCN2C(=O)C3CCCCC3C2=O)c1 (configuration not stated)	2	-1.6	-6	0	.	10	.	1	.
COCCN=c1scc(C)n1/N=C/C1CC2C=CC1C2 (configuration not stated)	-6	-2.5	-3	1	-1	3	-8	-2	1
CS(=O)(=O)N(CC(=O)N1CCc2ccccc2C1)Cc1ccccc1	3	1.3	-3	-1	-1	2	-4	-3	1

Laid out differently: 2 of the compounds above.
| Molecule | procasp3 activ | PP5 primary | PP1 counter | AHR activator | Fh CTSL1 inh | procasp7 counter | core dimer inh | PAFAH2 inh | TPT1 inhibitor |
| --- | --- | --- | --- | --- | --- | --- | --- | --- | --- |
| CC(C)CC(=O)N1CCN(CC2CC=CCC2)CC1 (configuration not stated) | 2 | 1.6 | 5 | -4 | 1 | 3 | -4 | 5 | -3 |
| Cn1c2c(c(=O)n(C)c1=O)C(c1ccccc1OC(F)F)C1=C(CCCC1=O)N2 (configuration not stated) | 0 | 0.2 | -4 | 2 | 2 | 20 | 2 | -7 | 1 |

Other records
SMILES	procasp3 activ	PP5 primary	PP1 counter	AHR activator	Fh CTSL1 inh	procasp7 counter	core dimer inh	PAFAH2 inh	TPT1 inhibitor
CCCCNC(=O)CCCCCNS(=O)(=O)c1ccc(Br)cc1	4	-1.8	-7	1	0	-2	1	-1	0
CC(C)C(OC(=O)CN1C(=O)c2ccccc2C1=O)C(=O)NC1CCCCC1 (configuration not stated)	4	1.0	1	5	-11	7	-2	-2	1
Cc1cc(Nc2ccc(C)c(C)c2)n2nc(C)nc2n1	3	0.2	-9	14	-3	5	-1	6	-4
CCCn1nc(NC(C)=O)c2cc3cccc(C)c3nc21	-3	-8.0	0	48*	11	-10	-25	-3	-4
COC(=O)c1ccc(OCC(=O)c2ccccc2)cc1	-8	2.0	2	12	5	8	-3	-3	-4
CCc1ccc(/C=C2/Sc3ccccc3N(CC(=O)NCC3CCCO3)C2=O)cc1 (configuration not stated)	-4	2.9	-1	-3	-4	12	5	5	-1

Screening data as filed in PubChem.
